# Screening data from PubChem.
# Myeloid diff 2 = promotes myeloid progenitor differentiation; calls only at 10 µM; AID 624256; ER-HoxA9 myeloid progenitors, lysozyme-GFP differentiation, flow cytometry; 360,000 compounds, 1% hits;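 active means normalized GFP-positive differentiation at or above the plate's own cutoff, the solvent-only control mean plus 3 SD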;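 further: cells exposed to compound for four days before flow analysis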
# T cell HTS = T cell immune modulation candidate. 2C CD8+ T cell-vesicle binding, flow cytometry; active compounds read low. calls only at 7 µM. AID 2052. 330,000 compounds, 0.068% hits;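 active means response, share of CD8 T cells binding vesicles, and their 90th percentile fluorescence all below set limits, cut at about 80% in these data, passing the limit was not always enough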
#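 Also added: QL9-peptide-loaded Drosophila micro-vesicles bearing Ld, ICAM-1 and B7-1; Test system: purified 2C TCR transgenic mouse naive CD8+ T cells; Measured by: cytometric PE anti-B7-1 and Alexa647 anti-CD8 signals after 1% paraformaldehyde fixation; Timing: binding step 1.5 h, 37 °C, antibody labelling 20 min, ice.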
# NTR1 ag = agonists of NTR1, primary screen, imaging, U2OS cells, beta-arrestin-GFP, high content (AID 493036) | P30989 | NTR1-U2OS beta-arrestin-GFP spot imaging, agonist mode | activation, % at 20 µM | 330,000 compounds, 0.17% hits;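 active means activation at or above 40% of the spot to cytoplasm intensity ratio, with at least 20 cells analyzed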;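 further: 0% = DMSO without peptide and 100% = 100 nM NTR1 peptide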
# Target sequence (P30989 whole entry, looked up): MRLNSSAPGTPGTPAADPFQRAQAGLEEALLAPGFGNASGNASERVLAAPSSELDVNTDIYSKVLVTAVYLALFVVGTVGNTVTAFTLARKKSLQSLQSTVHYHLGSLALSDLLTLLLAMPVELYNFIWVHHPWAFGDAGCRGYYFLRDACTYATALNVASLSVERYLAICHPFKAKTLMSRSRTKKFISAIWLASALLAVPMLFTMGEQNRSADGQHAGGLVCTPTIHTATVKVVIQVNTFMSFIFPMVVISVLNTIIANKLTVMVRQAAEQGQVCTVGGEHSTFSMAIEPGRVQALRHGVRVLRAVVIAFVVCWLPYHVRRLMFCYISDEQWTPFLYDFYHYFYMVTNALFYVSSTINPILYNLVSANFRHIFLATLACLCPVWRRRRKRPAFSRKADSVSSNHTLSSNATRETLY
# T cell HTS vesicle-bound % = further read-out of T cell HTS, marked with its call; double positive events, %; measured here: CD8+ vesicle-bound cell fraction;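 binding gate set so that unloaded-vesicle control wells show 10% double positive cells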
# NTR1 ag cell count 20 µM = also measured in NTR1 ag; calls as there; cell count; measured here: cell count, cytotoxicity flag
# Myeloid diff 2 GFP+ MAC1+ % = recorded beside Myeloid diff 2, whose call it bears; GFP+ MAC1+ double positive, %; measured here: differentiation confirmed by MAC1 staining
# * = called active by the depositor; i = inactive; & = joins results of further samples. Only part of the results is shown. The share of hits here may be higher or lower than overall.
Compound	Myeloid diff 2	Myeloid diff 2 GFP+ MAC1+ %	T cell HTS	T cell HTS vesicle-bound %	NTR1 ag	NTR1 ag cell count 20 µM
O=C(CN(Cc1ccco1)Cc1ccco1)Nc1cc(S(=O)(=O)N2CCCCC2)ccc1Cl	i	0.6	i	3	5.9	48
COc1ccc(N=Nc2ccc(CO)cc2)cc1	i	1.1	i	57	1.1	48
NC(=O)/C(=C\c1ccco1)NC(=O)c1ccc(Br)o1	i	0.4	i	14	1.3	49
CCN(c1ccc(NC(=O)COC(=O)/C=C/c2ccco2)cc1)C(C)C	i	1.1	i	27	-1.0	57
Cc1ccc(C(C)C)cc1OCC(=O)Nc1ccc(N2CCCCC2)cc1	i	0.8	i	36	0.7	55
CCc1nn2c(=O)cc(COC(=O)c3cc(Cl)c(OC)c(OC)c3)nc2s1	i	0.6	i	39	-0.3	100
O=C1OC[C@@H]2CCCN2C(=O)[C@H](CC(=O)N(CCO)Cc2ccccc2)C/C=C\CC[C@H]1Cc1ccc(F)cc1	i	1.1	i	17	1.4	56
O=C(OCC(=O)N1CCN(C(=O)c2ccco2)CC1)c1cc(F)c(F)cc1Cl	i	0.3	i	38	0.2	62
CC(C)(C)[C@H]1COC(=O)CCC/C=C/C[C@H](CC(=O)NCCO)C(=O)N1	i	1.4	i	17	1.8	68
COC(=O)c1ccc(CSc2ncnc3c2sc2nc(N4CCOCC4)c4c(c23)CCCC4)o1	i	1.8	i	18	4.6	69
Cc1c(NC(=O)C(C)OC(=O)c2ncc(Cl)c(Cl)c2Cl)c(=O)n(-c2ccccc2)n1C (stereo not drawn)	i	0.6	i	28	-0.1	60
CCN(CC(=O)Nc1ccc2c(c1)OCCO2)C(=O)/C=C/c1ccc(OC)c(OC)c1	i	1.0	i	54	0.6	64
C[C@H](CO)N1C[C@H](C)[C@@H](CN(C)Cc2ccc(Oc3ccccc3)cc2)Oc2c(NC(=O)c3ccncc3)cccc2C1=O	i	1.3	i	4	16	43
COc1ccccc1-c1nc(-c2ccc(C(=O)O)cc2)no1	i	1.1	i	43	-4.4	91
Cc1ccc(S(=O)(=O)N2CCN(C(=O)CSC(=S)N3CCCC3)CC2)c(C)c1	i	0.5	i	1	1.4	64
CN(CC(=O)Nc1ccc(Cl)cc1F)C1CCS(=O)(=O)C1 (stereo not drawn)	i	1.5	i	35	-1.3	60
C=CCNc1nc(C(=O)OC(C)C(=O)c2ccc(C)cc2)cs1 (stereo not drawn)	i	0.4	i	26	0.1	50
CN1CCN(C2Cc3ccc(F)cc3Sc3cc(F)c(Cl)cc32)CC1 (stereo not drawn)	i	0.7	i	31	17	47
CN(CCOc1ccc(Cl)cc1)C(=O)C1=CC=CN2CCS(=O)(=O)N=C12	i	0.6	i	34	1.3	42
Cc1ccc(NC(=O)COC(=O)CCc2c(C)nc3ncnn3c2C)cc1C	i	1.6	i	30	-1.6	67

# Record cards, as listed above.
# Listed for Cc1ccc(NC(=O)COC(=O)CCc2c(C)nc3ncnn3c2C)cc1C → Myeloid diff 2 = i; Myeloid diff 2 GFP+ MAC1+ % = 1.6; T cell HTS = i; T cell HTS vesicle-bound % = 30; NTR1 ag = -1.6; NTR1 ag cell count 20 µM = 67
# Listed for Cc1c(NC(=O)C(C)OC(=O)c2ncc(Cl)c(Cl)c2Cl)c(=O)n(-c2ccccc2)n1C (stereo not drawn) → Myeloid diff 2 = i; Myeloid diff 2 GFP+ MAC1+ % = 0.6; T cell HTS = i; T cell HTS vesicle-bound % = 28; NTR1 ag = -0.1; NTR1 ag cell count 20 µM = 60
# Listed for Cc1ccc(S(=O)(=O)N2CCN(C(=O)CSC(=S)N3CCCC3)CC2)c(C)c1 → Myeloid diff 2 = i; Myeloid diff 2 GFP+ MAC1+ % = 0.5; T cell HTS = i; T cell HTS vesicle-bound % = 1; NTR1 ag = 1.4; NTR1 ag cell count 20 µM = 64

# (cont.)
Compound	Myeloid diff 2	Myeloid diff 2 GFP+ MAC1+ %	T cell HTS	T cell HTS vesicle-bound %	NTR1 ag	NTR1 ag cell count 20 µM
CN(CC(=O)Nc1ccccc1C(F)(F)F)C(=O)CSc1nnc(N)s1	i	0.7	i	7	0.5	60
CN(CC(=O)NCCc1ccccc1)CC(=O)Nc1cccc(F)c1	i	0.7	i	43	-0.3	65
CCCOC(=O)C1NC(=O)N2C(C(=O)OCCC)C(C)(C)S[C@H]12 (stereo partly drawn)	i	1.2	i	18	0.0	98
Nn1c(SCC(=O)NCCN2C(=O)CSC2=O)nnc1-c1ccc(OC(F)F)cc1	i	0.6	i	28	0.3	70
CC(C)n1ncc2c(C(=O)N3CCN(c4ccccc4)CC3)cc(-c3ccccc3)nc21	i	0.8	i	46	6.2	50
CC(=O)c1ccc(S(=O)(=O)NCC(=O)Nc2nc3ccccc3[nH]2)cc1	i	0.7	i	42	-0.3	60
NS(=O)(=O)c1ccc(CCNC(=O)C2CC(=O)N(Cc3ccccc3Cl)C2)cc1 (stereo not drawn)	i	0.5	i	32	3.0	78
CC(OC(=O)C1=COCCO1)C(=O)NC(C)c1ccc(Cl)cc1Cl (stereo not drawn)	i	1.0	i	31	-0.4	70
Cc1ccc(S(=O)(=O)NCCC(=O)NCCc2ccc(S(N)(=O)=O)cc2)cc1C	i	0.2	i	42	-0.7	48
COc1ccc(N2CCN(C(=O)C3Cc4ccccc4CN3C(=O)c3ccco3)CC2)cc1 (stereo not drawn)	i	1.3	i	47	-1.0	58
CC12CCC(=O)N1C(C(=O)Nc1nc3ccc(F)cc3s1)CS2 (stereo not drawn)	i	1.5	i	36	-1.1	78
COc1ccc(Cl)cc1NC(=O)CN(C)CC(=O)N1CC(=O)Nc2ccccc21	i	0.9	i	34	1.4	52
COc1ccc(Cl)cc1C(=O)OCC(=O)c1ccc[nH]1	i	0.3	i	50	-2.0	55
Cc1ccc(C(=O)OCC(=O)NCc2ccco2)cc1C	i	0.5	i	39	-0.8	63
COc1ccc(OC)c(C(=O)COC(=O)c2ccc([N+](=O)[O-])o2)c1	i	1.2	i	34	1.7	66
O=S(=O)(NCCc1ccccn1)c1cc(Cl)cc(Cl)c1O	i	1.2	i	5	-0.2	70
O=C(c1cc(S(=O)(=O)N2CCOCC2)ccc1F)N(CCc1ccccc1)Cc1ccccc1	i	0.7	i	54	2.7	43
CC(=O)Nc1ccc(S(=O)(=O)N(C)CC(=O)OCC(=O)N(C)C2CCS(=O)(=O)C2)cc1 (stereo not drawn)	i	1.1	i	15	-1.0	35
O=C(COC(=O)c1cc([N+](=O)[O-])ccc1NCCO)Nc1cccc(S(=O)(=O)N2CCCC2)c1	i	0.9	i	41	3.7	82
CC(=O)Nc1ccc(SC[C@H](Cc2ccccc2)N2CC[C@@H](C)CCC2=O)cc1	i	1.9	i	24	0.6	53
CCc1ccccc1S(=O)(=O)Cc1ccc(C(=O)NC(C)C)o1	i	1.9	i	7	-0.1	44
COc1ccccc1-n1cc2ccc([N+](=O)[O-])cc2n1	i	0.0	i	15	0.3	55
COC(=O)C1CCN(C(=O)CN2C(=O)NC(CC(C)C)C2=O)CC1 (stereo not drawn)	i	0.8	i	43	0.6	57
CC1(C)CC(NC(=O)c2cc(S(=O)(=O)N3CCOCC3)ccc2Cl)CC(C)(C)N1	i	0.3	i	43	0.3	34
CC1(c2ccc(Cl)cc2)NC(=O)N(CC(=O)N2CCc3ccccc32)C1=O (stereo not drawn)	i	1.4	i	44	4.6	63
CCc1ccc(-c2cnc3nc[nH]c(=O)c3n2)cc1	i	0.8	i	51	-0.6	53
O=C(NC1CCCC1)c1cc2c(=O)n3ccccc3nc2s1	i	0.3	i	28	1.6	78
CC1(C)NC(=O)N(CC(=O)N2CCCC(C(F)(F)F)C2)C1=O (stereo not drawn)	i	0.7	i	54	0.5	70
O=C(CC1OC(=O)c2ccccc21)NNC(=O)c1ccc(F)cc1 (stereo not drawn)	i	0.8	i	47	1.1	46
CCn1c(=NC(=O)CS(=O)(=O)c2ccc(C)cc2)sc2cccc(OC)c21	i	2.6	i	37	7.9	77
O=C(CSc1nccn1-c1cccc(F)c1)NC1CCCC1	i	0.9	i	33	-0.1	55
CCN1CCN(c2ccc(S(=O)(=O)N3CCCCC3)cc2NC(=O)c2ccc(OC(F)F)cc2)CC1	i	0.0	i	26	1.3	56
O=C(CN1CCN(S(=O)(=O)c2ccc(F)c(F)c2)CC1)Nc1ccccc1C(=O)NC1CC1	i	0.5	i	34	0.8	69
O=C(C[C@@H]1C/C=C\CCCC(=O)OC[C@@H]2CCCN2C1=O)N[C@H](CO)Cc1ccccc1	i	1.1	i	20	4.2	60
CCOC(=O)c1cc2c(=O)n3cccc(C)c3nc2n(CC2CCCO2)c1=NC(C)=O (stereo not drawn)	i	1.0&0.9	i	60	0.1	38
Cc1cccnc1NC(=O)CNC(=O)c1cccs1	i	1.1	i	29	-0.2	52
COc1ccccc1-n1c(SCC(=O)NC2CCS(=O)(=O)C2)nc2ccccc2c1=O (stereo not drawn)	i	0.5	i	16	-1.7	49
CC(OC(=O)[C@@H]1CCCN1C(=O)c1cccs1)C(=O)Nc1cccc([N+](=O)[O-])c1 (stereo partly drawn)	i	1.6	i	42	12	69
N#CCCN(C(=O)COC(=O)CCC(=O)c1ccc(F)cc1)c1ccccc1	i	0.4	i	24	1.0	58
CC(Sc1nc2ncc(Cl)cc2[nH]1)C(=O)c1c(N)n(C)c(=O)n(C)c1=O (stereo not drawn)	i	0.6	i	28	-1.4	59
Cc1ccccc1OCC(=O)NNC(=O)C1CCN(c2ncnc3sc(C)c(C)c23)CC1	i	0.4	i	57	8.6	49
CCN1C(=O)[C@@H]2[C@@H](c3ccc(-c4ccc5c(c4)OCO5)cc3)N3CCCC[C@@]3(C(=O)OC)[C@@H]2C1=O	i	0.5	i	22	-2.4	90
CN(C)CCN1C(=O)c2ccccc2C1=O	i	1.6	i	28	-1.3	65
Cc1nnc(SCC(=O)c2c(N)n(C3CC3)c(=O)[nH]c2=O)n1C	i	0.6	i	52	0.4	51
Cc1nc(SC(C)C(=O)c2c(N)n(C)c(=O)n(C)c2=O)c2c(C)c(C)sc2n1 (stereo not drawn)	i	0.6	i	55	3.6	55
CCN(CC)CCNc1oc(-c2ccccc2)nc1S(=O)(=O)c1ccccc1	i	1.0	i	36	-1.0	64
O=C(O)C1=CC[C@@H](c2ccc(Cl)cc2)N(S(=O)(=O)c2ccc(Cl)cc2)[C@H]1c1ccccc1	i	1.2	i	31	40*	97*
COc1ccccc1NS(=O)(=O)c1cc(NC(=O)c2ccccc2[N+](=O)[O-])ccc1N1CCOCC1	i	0.5	i	15	-0.3	68
CC(=O)c1c(C)[nH]c(C(=O)NNC(=O)COc2cc(C)ccc2C(C)C)c1C	i	3.7	i	53	5.8	52
O=C(COC(=O)C1CCC1)Nc1ccc(Cl)cn1	i	1.6	i	38	-1.3	56

# (list continues)
Compound	Myeloid diff 2	Myeloid diff 2 GFP+ MAC1+ %	T cell HTS	T cell HTS vesicle-bound %	NTR1 ag	NTR1 ag cell count 20 µM
O=C(NCCc1ccc(Cl)cc1)C1CC(=O)N(C2CCCCC2)C1 (stereo not drawn)	i	2.3	i	44	-0.4	93
CC[C@@H]1C=C(C(=O)O)[C@H](c2ccc(C)cc2)N1S(=O)(=O)c1ccc(C)cc1	i	1.5	i	7	1.2	71
Cc1cc(=O)c(C(=O)c2ccccc2)c(C)o1	i	0.8	i	37	1.5	60
Cc1sc(NC(=O)C2=COCCO2)nc1-c1ccc(F)cc1	i	1.7	i	15	-0.7	48
C[C@H](NC(=O)c1ncn(C)c1C(=O)N[C@@H](C)c1ccccc1)c1ccccc1	i	1.9	i	20	-0.2	53
CCN(CC(=O)Nc1c(F)cccc1F)C(=O)c1ccccn1	i	0.5	i	32	-0.8	90
O=C(NCCc1ccccc1)C(=O)NCCC1CCCCN1S(=O)(=O)c1cccs1 (stereo not drawn)	i	0.6	i	33	0.6	53
C=CC[C@@H](CC(=O)OC(C)(C)C)C(=O)OC[C@H]1CCCN1C(=O)[C@@H](CC=C)CC(=O)N(CCO)Cc1ccccc1	i	2.2	i	7	-1.4	56
Cc1ccc2nc(SCC(=O)N(C)C3CCS(=O)(=O)C3)[nH]c2c1 (stereo not drawn)	i	0.6	i	24	1.0	50
N#Cc1ccccc1S(=O)(=O)N1CCN(C(=O)C2CC(=O)N(c3ccc4c(c3)OCCO4)C2)CC1 (stereo not drawn)	i	0.6	i	31	1.8	65
Cc1ccc(-n2c(C)nc3ccsc3c2=O)cc1	i	0.7	i	34	-0.2	44
CN(C(=O)CN1C(=O)NC(C)(CCc2ccccc2)C1=O)c1ccccc1 (stereo not drawn)	i	1.7	i	52	1.7	45
